Screens as filed in PubChem.
TAG inh: inhibitors of triacylglycerol accumulation; H9c2 cells, Nile Red lipid (TAG) fluorescence; cells loaded with 200 µM oleic acid; inhibition, % at 12.5 µM; 0.66% of 230,000 active; AID 651582;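 active = pattern-corrected inhibition of lipid staining of at least 50% with the nuclear-stain viability signal not falling by more than 50%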;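 also: 0% = DMSO wells and 100% = triacsin C control wells; some results filed as inactive read as strong as hits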
TAG inh DAPI viability: recorded beside TAG inh, whose call it bears; DAPI nuclei signal change (viability), lower = more cytotoxic, %;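 whole-well DAPI fluorescence read on a plate reader as a viability signal; minus 50 percent equals half of cells still viable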
Active calls of the source: *. Some of the compounds tested; rates above refer to the full screens.

SMILES	TAG inh	TAG inh DAPI viability
NC(Cc1ccc(Cl)cc1)c1csc(NC(=O)Nc2ccccc2)n1 (configuration not stated)	25	-13
CN(C(=O)CO/N=C/c1ccc(OC(F)F)cc1)C1CCS(=O)(=O)C1 (configuration not stated)	8	21
CCOC(=O)CN1C(=O)S/C(=C/c2cc(C)n(-c3ccccn3)c2C)C1=O	-4	1
Cc1ccc(CCC(=O)Nc2ccc([N+](=O)[O-])cc2Cl)o1	-8	0
Cc1noc(C)c1C(=O)OCC(=O)NCCc1ccc(Cl)cc1	-24	11
COCCN(C(=O)COC(=O)/C=C/c1ccc2ccccc2n1)c1c(N)n(Cc2ccccc2)c(=O)[nH]c1=O	13	4
Cc1noc(C)c1S(=O)(=O)Nc1ccc2c(c1)C(=O)N([C@@H](C)CO)C[C@H](C)[C@@H](CN(C)Cc1ccc(C(F)(F)F)cc1)OCCCC[C@H](C)O2	17	4
CC1Cc2ccccc2N1C(=O)CSc1nnnn1C (configuration not stated)	-22	-4
CCc1[nH]nc(C(=O)N2CCCC(Nc3cccc(F)c3)C2)c1C (configuration not stated)	-18	9
C=CCN(CC=C)CCOc1ccccc1[N+](=O)[O-]	7	4
O=C(CCCN1C(=O)/C(=C\c2cccs2)SC1=S)Nc1cccc(C(=O)O)c1	-8	3
COc1ccccc1N1CC(C(=O)NCCC2=CCCCC2)CC1=O (configuration not stated)	8	-1
CC(=O)c1c(C)oc2ccc(N(C(C)=O)S(=O)(=O)c3ccc(F)cc3C)cc12	-14	-4
COc1ccccc1CC(=O)Nc1ccc(C(=O)N2CCCCC2)cc1	11	1
NC(=O)NNc1ncc(C(F)(F)F)cc1Cl	2	17
O=C(CSc1nc2c(c(=O)n1-c1ccc(F)cc1)SCC2)N1CCCC1	-11	1
COc1ccccc1NS(=O)(=O)c1ccc(/C=C/C(=O)O)cc1	2	-4
C=C1CCN([C@@H](Cc2ccccc2)C(=O)NCc2ccc(Cl)cc2)S(=O)(=O)c2ccccc21	16	0
O=C(c1n[nH]c2ccccc12)N1CCN(c2ccc(F)cc2)CC1	-24	0
COc1ccc(-c2ccc(OC)cc2)cc1	25	-16
CC(=O)Nc1ccc(S(=O)(=O)N2CCN(S(=O)(=O)c3ccccc3)CC2)cc1	8	-13
COc1ccc(Nc2ncc(F)c(N3CCOCC3)n2)cc1	7	-9
CN1CCN(C2=Nc3c(Cl)cc(Cl)c4cccc2c34)CC1	11	-2
Cc1c(N2C(=O)C(=O)/C(=C(/O)c3ccc(Cl)cc3)C2c2ccccc2)c(=O)n(-c2ccccc2)n1C (configuration not stated)	8	-2
CC(C)N1CCc2c(sc(NC(=O)CCS(=O)(=O)c3ccccc3)c2C(N)=O)C1	8	4

A section of the results above:
SMILES	TAG inh	TAG inh DAPI viability
COCCN(C(=O)COC(=O)/C=C/c1ccc2ccccc2n1)c1c(N)n(Cc2ccccc2)c(=O)[nH]c1=O	13	4
Cc1noc(C)c1S(=O)(=O)Nc1ccc2c(c1)C(=O)N([C@@H](C)CO)C[C@H](C)[C@@H](CN(C)Cc1ccc(C(F)(F)F)cc1)OCCCC[C@H](C)O2	17	4
CC1Cc2ccccc2N1C(=O)CSc1nnnn1C (configuration not stated)	-22	-4
CCc1[nH]nc(C(=O)N2CCCC(Nc3cccc(F)c3)C2)c1C (configuration not stated)	-18	9
C=CCN(CC=C)CCOc1ccccc1[N+](=O)[O-]	7	4
O=C(CCCN1C(=O)/C(=C\c2cccs2)SC1=S)Nc1cccc(C(=O)O)c1	-8	3
COc1ccccc1N1CC(C(=O)NCCC2=CCCCC2)CC1=O (configuration not stated)	8	-1
CC(=O)c1c(C)oc2ccc(N(C(C)=O)S(=O)(=O)c3ccc(F)cc3C)cc12	-14	-4
COc1ccccc1CC(=O)Nc1ccc(C(=O)N2CCCCC2)cc1	11	1
NC(=O)NNc1ncc(C(F)(F)F)cc1Cl	2	17
O=C(CSc1nc2c(c(=O)n1-c1ccc(F)cc1)SCC2)N1CCCC1	-11	1
COc1ccccc1NS(=O)(=O)c1ccc(/C=C/C(=O)O)cc1	2	-4
C=C1CCN([C@@H](Cc2ccccc2)C(=O)NCc2ccc(Cl)cc2)S(=O)(=O)c2ccccc21	16	0
O=C(c1n[nH]c2ccccc12)N1CCN(c2ccc(F)cc2)CC1	-24	0
COc1ccc(-c2ccc(OC)cc2)cc1	25	-16
CC(=O)Nc1ccc(S(=O)(=O)N2CCN(S(=O)(=O)c3ccccc3)CC2)cc1	8	-13
COc1ccc(Nc2ncc(F)c(N3CCOCC3)n2)cc1	7	-9
CN1CCN(C2=Nc3c(Cl)cc(Cl)c4cccc2c34)CC1	11	-2
Cc1c(N2C(=O)C(=O)/C(=C(/O)c3ccc(Cl)cc3)C2c2ccccc2)c(=O)n(-c2ccccc2)n1C (configuration not stated)	8	-2
CC(C)N1CCc2c(sc(NC(=O)CCS(=O)(=O)c3ccccc3)c2C(N)=O)C1	8	4

(list continues)
SMILES	TAG inh	TAG inh DAPI viability
COc1cccc(CNC(=O)Cn2cc3c(n2)CCCCC3)c1	13	-6
CCOc1ccc(NC(=O)CN(C)C(=O)c2ccc(OCC(=O)N3CCOCC3)c(OC)c2)cc1OCC	5	2
Cc1ccnc(NC(=O)CCC(=O)c2cccs2)c1	-8	13
Cc1ccc(S(=O)(=O)NCc2ccc(C(=O)NCCN(Cc3ccccc3)C(C)C)cc2)cc1	5	15
Cc1cccc(CCN2C(N(C)C)=NC[C@@H]2C)c1	-5	6
CC1(Cc2cccc(F)c2)C(=O)Nc2ccc(OC(F)(F)F)cc21 (configuration not stated)	0	-3
O=P(COCCO)(c1ccccc1)c1ccccc1	-3	2
CCCS(=O)(=O)N1CCc2ccc(NC(=O)C3CCCO3)cc2C1 (configuration not stated)	12	0
Cn1nc(C(=O)O)c(=O)n(C)c1=O	0	-5
CCN(C(=O)COC(=O)C1CCN(S(=O)(=O)c2ccc(C)c(C)c2)CC1)C1CCS(=O)(=O)C1 (configuration not stated)	-16	-4
COc1cccc(/C=C/C(=O)OCC(=O)NCCC2=CCCCC2)c1OC	9	-5
Cc1cc(NS(=O)(=O)c2ccc(N)cc2)no1	0	-2
Cc1ccc(C)n1C1CCS(=O)(=O)C1 (configuration not stated)	-8	-4
Cc1nc2sc(C(c3cccc(F)c3)N3CCC(O)CC3)c(O)n2n1 (configuration not stated)	-16	6
CCOc1ccccc1NC(=O)Cn1cnc2c(cnn2-c2ccc(C)c(C)c2)c1=O	18	-7
C/C(=N\Nc1ccc(F)cc1F)c1ccc(Br)s1	-2	-1
O=C(Nc1ccc(F)cc1)Oc1ccccc1N1CCOCC1	2	2
COc1cc(C(=O)n2nc(C)cc2C)ccc1O	4	6
O=C(Cn1nnc(-c2cccs2)n1)NCCc1ccccc1	2	5
O=C(NCc1ccco1)NC(=O)c1csc([N+](=O)[O-])c1	4	-1
C[C@@H]1CN([C@@H](C)CO)C(=O)CCCn2nncc2CO[C@@H]1CN(C)C(=O)Nc1ccc(C(F)(F)F)cc1	-6	3
O=C(Nc1ccc([N+](=O)[O-])cc1)Nc1ccc(N2CCOCC2)c2nonc12	-33	16
OCCCNc1ncnc2c1ncn2[C@H]1CN(Cc2ccco2)C[C@@H](CO)O1	-5	14
O=C(Nc1ccncc1)c1c(F)c(F)c(F)c(F)c1F	-10	3
CC(Oc1ccccc1)C(=O)NC1CCSc2ccccc21 (configuration not stated)	-13	5
The listing continues:
SMILES	TAG inh	TAG inh DAPI viability
COc1ccc(C(=O)NCC(=O)NCC(=O)OCC(=O)c2ccc(Br)cc2)cc1	2	-2
Cc1nnc(NC(=O)c2ccc(S(=O)(=O)N3CCOCC3)cc2)s1	4	2
COC(=O)C[C@H]1c2cc(C(F)(F)F)ccc2S(=O)(=O)N1Cc1ccccc1	-27	5
CC12CCC(c3nnc(SCc4ccc(Cl)cc4)nc31)C2(C)C (configuration not stated)	-17	13
Clc1ccc2scc(CN3CCCC3)c2c1	-2	-2
CN(Cc1cn(C)nc1-c1ccc(Oc2ccccc2)cc1)Cc1cnc2ccccn12	-25	10
CCSC1(SCC)N=C(N)C2(C#N)C(c3ccc(F)cc3)C12C#N (configuration not stated)	14	-12
CC(OC(=O)Cn1[nH]c(=O)c2ccccc2c1=O)C(=O)NC1(C#N)CCCCC1 (configuration not stated)	-1	0
O=C(N/N=C/c1ccc(O)cc1)c1cccc(C(F)(F)F)c1	-9	-17
CCOC(=O)C1(C)CCCN(C(=O)c2ccc(-c3ccccc3)cc2)C1 (configuration not stated)	5	4
Cc1ccccc1S(=O)(=O)N1[C@@H](c2ccc(Br)cc2)C(C(=O)O)=CC[C@H]1c1ccc(Cl)cc1	1	-1
O=C(NCc1ccccn1)c1nc(-c2ccc(C(F)(F)F)cc2)no1	-7	1
COc1cccc(C(NC(C)=O)c2nc(-c3cccc(C(C)C)c3)cs2)c1 (configuration not stated)	12	-1
CCc1ccc(NC(=O)Cn2nnc(-c3ccc(C)cc3-n3cnnn3)n2)cc1	13	-18
CCN1CCN(C(=O)CN(C)S(=O)(=O)c2ccc(OC)cc2)CC1	6	16
Nc1c(N2CCCCC2)c(=O)[nH]c(=O)n1-c1ccccc1	3	-1
O=C(NCCN=C1NS(=O)(=O)c2ccccc21)c1ccc(S(=O)(=O)N2CCOCC2)cc1	3	-5
Cn1cccc1C(=O)OCC(=O)c1c[nH]c2ccccc12	-26	-8
CN1CCCc2cc(C=O)ccc21	-3	6
Cc1ccc(C(=O)NCCN(C)C)cc1C	-1	16
COc1ccc2cc(S(=O)(=O)c3ccccc3)c(=O)oc2c1	-11	20
Cc1nn(-c2ccccc2)c(N2CCCC2)c1/C=C1\N=C(c2ccccc2)OC1=O	-19	3
Cc1ccc2nc(-c3ccc(NC(=O)CN4CCN(c5ccccn5)CC4)cc3)sc2c1	16	15
COc1ccc(NC(=O)Nc2nnc(Cc3ccc(OC)c(OC)c3)s2)cc1	2	3
CCN(CC)CCCNC(=O)c1cc2c(Cl)nc3ccccc3c2s1	31	-12
Remaining list, next part:
SMILES	TAG inh	TAG inh DAPI viability
CCOC(=O)CSc1nc(C)cc2c1C(=O)OC2	-1	10
CCCc1cc(C(=O)Nc2ccc(C(=O)OC)cc2)cs1	-9	0
Cn1c(N)c(C(=O)COC(=O)/C=C/c2ccc(S(=O)(=O)N3CCOCC3)cc2)c(=O)n(C)c1=O	1	4
CCC1(c2ccccc2)NC(=O)N(CC(=O)Nc2ccc(S(=O)(=O)N3CC(C)CC(C)C3)cc2)C1=O (configuration not stated)	9	-9
CSc1cccc(NC(=O)C2CCCN(S(=O)(=O)c3ccc(F)cc3)C2)c1 (configuration not stated)	5	1
O=Cc1sc(Nc2ccccc2)nc1Cl	3	0
COC(=O)CSc1[nH]c2cc(C)ccc2c1[N+](=O)[O-]	-3	1
Oc1c(Br)cc(Br)c2cccnc12	3	2
O=C(NCCCN1CCOCC1)c1sc2cc(Cl)ccc2c1Cl	10	-6
O=C(CSc1nnc(COc2ccccc2)o1)NCCc1ccccc1	-16	7
CCOc1ccccc1NC(=O)CSc1nc2cccnc2n1C	9	-4
CCn1ccc2c(OCC(=O)NCCc3ccc(OC)c(OC)c3)cccc2c1=O	-7	5
C/C(COc1ccccc1)=N\NC(=O)c1nnn(-c2nonc2N)c1-c1ccc(C)cc1	-3	3
COC(=O)c1cc2cc(NS(=O)(=O)c3ccc(C)cc3)ccc2s1	0	-3
O=C(CN1CCC(n2nnc3cc(F)ccc32)CC1)Nc1ccc2c(c1)CCC2	9	-3
Cc1ccc2c(c1)N=C(c1ccc(F)cc1)CO2	-15	8
O=C(CSc1nccc(-c2cccs2)n1)Nc1ccc(F)c(Cl)c1	1	-4
O=C(CSc1n[nH]c(=O)[nH]c1=O)Nc1ccc(C(=O)O)cc1	1	1
CC1Cc2cc(/C(O)=C3/C(=O)C(=O)N(CCN4CCOCC4)C3c3cccc(O)c3)ccc2O1 (configuration not stated)	-5	18
COc1ccc(N2C(=O)c3ccccc3C2=O)cc1	4	-1
Fc1ccc(Nc2c3c(nc4ccccc24)CCC3)cc1	-56	5
O=C(C1=C[C@@H](c2coc3ccccc3c2=O)C[C@@H](OCc2ccc(CO)cc2)O1)N1CCCCCCC1	4	-8
O=C(/C=C/c1ccc2c(c1)OCO2)Nc1ccc(Cl)cn1	-2	18
Cn1cc(CCNC(=O)C2CCC(=O)N(CCc3ccc(Cl)cc3)C2)cn1 (configuration not stated)	11	-5
CCC(C)C(=O)N1CCc2cc(-c3csc(N)n3)ccc21 (configuration not stated)	2	2
